Source: PubChem
LMPTP block – LMPTP phosphatase inhibitors, primary screen, biochemical, fluorescence intensity, uHTS | Low molecular weight phosphotyrosine protein phosphatase (Homo sapiens), P24666 | recombinant LMPTP-A, OMFP fluorogenic substrate | inhibition, % at 20 µM | 360,000 tested, 0.22% active | AID 651560, 2012;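 active = compounds that cut the enzyme signal by at least half of the control window in the single-dose screen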;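 also: plate controls were DMSO wells with enzyme plus substrate for no effect and substrate without enzyme for full effect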
Target sequence (P24666 whole entry, looked up): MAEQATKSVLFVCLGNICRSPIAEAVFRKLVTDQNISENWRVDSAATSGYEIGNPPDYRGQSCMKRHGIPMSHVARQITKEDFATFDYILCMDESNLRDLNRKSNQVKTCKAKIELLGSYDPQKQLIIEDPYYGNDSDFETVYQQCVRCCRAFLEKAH
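Buffer or medium: Bis-Tris pH 6.0, DTT, detergent; Assay system: LMPTP-A enzyme; Quantity: 0.625 nM enzyme; Detection: endpoint fluorescence intensity; Times: 50 min dark incubation at room temperature; Controls: substrate-only low control, DMSO enzyme-plus-substrate high control; Doses: single 20 µM dose; Read-out: percent inhibition versus substrate-only and uninhibited controls; Reagent: 400 µM OMFP.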
DNMT1 inh – human DNMT1 methyltransferase inhibitors, primary screen, biochemical, molecular beacon, fluorescence, HinP1I cleavage, uHTS; DNA (cytosine-5)-methyltransferase 1 (Homo sapiens), P26358; inhibition (reported as % activation of signal), % at 10 µM; 360,000 tested, 0.83% active; AID 588458, 2011; in the data active = inhibition above about 50%
SUMO1-SIM PPI – modulators of SUMO1 protein-protein interactions, primary screen, biochemical, uHTS. Small ubiquitin-related modifier 1 (Homo sapiens), P63165. SUMO1 binding to a labelled peptide, TR-FRET, 1 h. inhibition, % at 20 µM. 360,000 tested, 0.33% active. AID 602429, 2012; in the data active = inhibition above about 37%
Target sequence (P63165 whole entry, looked up): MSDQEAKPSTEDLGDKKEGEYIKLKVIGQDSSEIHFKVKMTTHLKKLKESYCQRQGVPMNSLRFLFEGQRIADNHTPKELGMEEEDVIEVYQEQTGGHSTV
NadD block – inhibitors of S. aureus NadD, primary screen, biochemical, colorimetric, uHTS. purified NadD enzyme, colorimetric absorbance read-out. AID 602399, 2012. 360,000 tested, 0.78% active. inhibition, % at 20 µM; in the data active = inhibition above about 26%; also: some compounds past the cut are filed as inactive
Scp-1 inhibitor – Scp-1 phosphatase inhibitors, primary screen, biochemical, colorimetric, uHTS; Carboxy-terminal domain RNA polymerase II polypeptide A small phosphatase 1 (Homo …; Recombinant Scp1, phosphopeptide, malachite green phosphate absorbance; inhibition, % at 20 µM; 340,000 tested, 0.88% active; AID 493091, 2011;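 active = inhibition above about 50% at 20 µM, limit read from the data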;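 also: plate controls were DMSO wells with enzyme for no effect and wells lacking enzyme for full effect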
Target sequence (Q9GZU7 76-261 limits assumed): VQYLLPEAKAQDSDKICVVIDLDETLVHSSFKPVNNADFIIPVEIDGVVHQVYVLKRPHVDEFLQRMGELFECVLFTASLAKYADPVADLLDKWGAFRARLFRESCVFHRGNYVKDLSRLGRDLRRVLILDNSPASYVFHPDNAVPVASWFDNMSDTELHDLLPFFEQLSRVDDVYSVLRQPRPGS
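Test system: SCP-1 phosphatase catalytic domain, residues 76-261; measured by: colorimetric phosphate reagent with accelerator and stabiliser, absorbance at 630 nm; timing: enzyme reaction 45 min at room temperature, colour 5 min, stabilisation 30 min; also added: Phosphorylated 17-residue peptide substrate; compound dosing: one concentration, 20 µM, with 1.0% DMSO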
Neddyl block – inhibitors of cullin neddylation, primary screen, biochemical, TR-FRET, uHTS, NAE and Ubc12 | 360,000 tested, 0.58% active | calls only at 25 µM; in the data active = inhibition above about 36%
NRP1-CendR mod – modulators of CendR peptide binding to NRP-1, primary screen, biochemical, fluorescence polarization, uHTS. Neuropilin-1 (Homo sapiens), O14786. FAM-RPARPAR peptide binding to NRP-1. inhibition, % at 25 µM. 360,000 tested, 0.85% active;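 active = inhibition or corrected inhibition above about 18%, plus a signal ratio from 0.5 to 1.5, limit read from the data, passing the limit was not always enough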; also: strong numbers were not always called active
STEP block – STEP phosphatase inhibitors, primary screen, biochemical, fluorescence intensity, uHTS | Tyrosine-protein phosphatase non-receptor type 5 (Homo sapiens), P54829 | recombinant STEP, OMFP fluorogenic substrate | inhibition, % at 20 µM | 360,000 tested, 0.25% active | AID 588621, 2011;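 active = inhibition at 20 µM, scaled per plate between control wells, above about 37%, limit read from the data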;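 also: 0% = DMSO with enzyme and substrate and 100% = substrate only without enzyme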
Target sequence (P54829 whole entry, looked up): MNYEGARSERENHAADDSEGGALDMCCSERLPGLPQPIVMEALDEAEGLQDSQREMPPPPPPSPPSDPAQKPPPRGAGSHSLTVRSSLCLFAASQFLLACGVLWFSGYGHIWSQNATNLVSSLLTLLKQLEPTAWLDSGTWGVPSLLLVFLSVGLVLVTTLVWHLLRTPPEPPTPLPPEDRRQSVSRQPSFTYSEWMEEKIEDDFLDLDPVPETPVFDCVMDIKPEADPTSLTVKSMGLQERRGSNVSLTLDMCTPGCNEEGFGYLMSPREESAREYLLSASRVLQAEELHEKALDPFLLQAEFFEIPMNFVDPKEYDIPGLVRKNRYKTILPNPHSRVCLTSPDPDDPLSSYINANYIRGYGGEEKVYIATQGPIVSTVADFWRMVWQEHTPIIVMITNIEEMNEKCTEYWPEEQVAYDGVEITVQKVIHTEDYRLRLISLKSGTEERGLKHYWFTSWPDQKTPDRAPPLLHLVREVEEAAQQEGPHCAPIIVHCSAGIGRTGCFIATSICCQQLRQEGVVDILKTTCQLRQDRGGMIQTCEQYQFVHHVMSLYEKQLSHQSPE
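Assay system: isolated STEP enzyme / Timing: 20 min at room temperature, dark / Doses: 20 µM, 1% DMSO / Technique: fluorescence intensity, excitation 480 nm, emission 540 nm / Reagent: fluorogenic phosphatase substrate OMFP at 25 µM final / Measure: percent inhibition scaled to no-enzyme and uninhibited-enzyme controls, plate-pattern corrected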
TbMetRS inhib – T. brucei MetRS inhibitors, primary screen, biochemical, luminescence; methionyl-tRNA synthetase (Trypanosoma brucei brucei); 360,000 tested, 0.4% active; purified T. brucei MetRS, ATP depletion, Kinase-Glo luminescence; inhibition, % at 11.9 µM;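 active = inhibition above a per-plate cutoff of the control wells' mean inhibition plus 3 SD, cut at about 5.5% in these data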;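 also: 0% = DMSO wells median and 100% = median of wells with control inhibitor compound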
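Test system: purified T. brucei MetRS enzyme. Also added: ATP, methionine and E. coli bulk tRNA substrates. Compound: 11.9 µM single point. Schedule: 15 min enzyme-compound preincubation, 2 h reaction, 10 min detection, 25 °C. Signal: luciferase luminescence of residual ATP, Kinase-Glo. Evaluation: percent inhibition versus plate control medians. Controls: DMSO wells, low control.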
SKN-1 block – suppressors of acrylamide-induced Pgst-4::GFP reporter in worms, primary screen, SKN-1 inhibitor project, whole organism, uHTS, GFP/RFP fluorescence ratio, strain VP596 | C. elegans VP596 Pgst-4::GFP/RFP ratio, 24 h | inhibition, % at 21.8 µM | 360,000 tested, 0.49% active | AID 624304, 2012;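 active = interference check ratio from 0.5 to 1.5 plus GFP to RFP signal ratio inhibition reaching or exceeding a fixed threshold, cut at about 30% in these data, passing the limit was not always enough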; also: some compounds called inactive have numbers as strong as hits
Starred values were filed as active, the others as inactive; i = inactive; . = not tested or not shown; & = joins results of further samples.

#	canonical_smiles	LMPTP block	DNMT1 inh	SUMO1-SIM PPI	NadD block	Scp-1 inhibitor
1	CNc1oc(Cc2cccc3ccccc23)nc1C#N	0.0	4.0	-3.6	-4.9	3.1
2	Cc1ccc(N2C(=O)c3ccccc3C2(O)c2ccccc2)cc1 (stereo unspecified)	0.3	-0.5	1.0	5.4	3.3
3	CCNC(=O)/C(C#N)=C/c1c(N2CCOCC2)nc2ccccn2c1=O	-1.6	-4.8	-18.9	5.2	-3.9
4	CCOc1ncccc1C(=O)Nc1cc(S(=O)(=O)N2CCCCC2)ccc1Cl	-0.9	0.6	-25.9	-8.7	-3.9
5	CCOC(=O)N1CCN(C(=O)c2ccc(N(C)S(=O)(=O)c3ccc(C)cc3)cc2)CC1	-1.1	1.8	3.6	-4.8	-7.6
6	O=C(COC(=O)/C=C/c1ccccc1)Nc1cccnc1Cl	-0.4	-1.2	-4.7	0.4	-4.9
7	COC(=O)C1C(O)=C(C(C)=N)C(=O)CC1(C)C (stereo unspecified)	-2.1	3.7	-2.9	-5.7	-1.8
8	O=C(Nc1nc(-c2ccc(S(=O)(=O)N3CCOCC3)cc2)cs1)c1ccccc1	2.9&0.9	-14.8&-10.8	0.2&5.4	7.1&2.9	0.0&-10.3
9	COc1ccc(C(=O)Nc2c(F)c(F)c(F)c(F)c2F)cc1OC	-0.8	.	0.2	-1.0	.
10	O=C(Cc1ccc(Cl)cc1)N1CCN(C(=O)c2ccco2)CC1	-0.1	6.7	-5.7	5.6	-6.1
11	COC(OC)c1nc(SCC(=O)Nc2cccc(Cl)c2)ncc1C(=O)O	-0.1	-8.2	-0.1	0.3	2.7
12	CCCCN(C)Cc1c(C)[nH]c2c(Cl)cccc2c1=O	0.0	-0.7	-2.0	0.2	13.0
13	O=C(OCCOc1cccc(Cl)c1)c1cc(S(=O)(=O)N2CCCCC2)ccc1N1CCOCC1	1.5	-4.7	-19.8	5.8	-4.9
14	CCN(CC)c1ccc(C(=O)NNC(=O)c2cccn2C)cc1	0.7	8.0	10.7	0.5	5.3
15	O=C1COc2ccc(S(=O)(=O)N3CCCCCC3)cc2N1	-0.8	2.0	-2.8	-4.5	-11.0

#	Neddyl block	NRP1-CendR mod	STEP block	TbMetRS inhib	SKN-1 block
1	i	-9.2	0.6	-1.1	-1.0
2	i	5.3	1.0	-0.1	12.4
3	i	-1.4	-1.4	0.1	12.3
4	i	11.5	3.3	-0.3	-13.6
5	i	10.3	0.1	0.2	-8.9
6	i	7.6	-0.1	-0.5	14.3
7	i	-2.7	2.6	-1.3	-1.7
8	i	0.0&-7.9	3.9&1.9	-0.4&-0.3	0.0&5.7
9	i	3.9	.	-0.5	-13.3
10	i	14.8	2.3	-0.2	-14.2
11	i	0.8	0.8	-0.9	3.5
12	i	-9.9	-0.2	-0.4	0.1
13	i	-0.3	2.6	-0.5	-13.6
14	i	-12.5	0.1	-0.3	13.5
15	i	4.1	-3.0	0.4	0.9

The final 3 records of the part above open the next one.
#	canonical_smiles	LMPTP block	DNMT1 inh	SUMO1-SIM PPI	NadD block	Scp-1 inhibitor
13	O=C(OCCOc1cccc(Cl)c1)c1cc(S(=O)(=O)N2CCCCC2)ccc1N1CCOCC1	1.5	-4.7	-19.8	5.8	-4.9
14	CCN(CC)c1ccc(C(=O)NNC(=O)c2cccn2C)cc1	0.7	8.0	10.7	0.5	5.3
15	O=C1COc2ccc(S(=O)(=O)N3CCCCCC3)cc2N1	-0.8	2.0	-2.8	-4.5	-11.0
16	Cc1ccc(NC(=O)C2Oc3ccccc3OC2C)cc1 (stereo unspecified)	0.2	2.4	5.1	-5.9	-2.8
17	CC(C)c1ccc(N(C(=O)c2ccc3c(c2)OCO3)C2C=CS(=O)(=O)C2)cc1 (stereo unspecified)	-0.4	2.3	1.8	0.5	-1.7
18	CSCCC(NC(=O)OCc1ccccc1)C(=O)O (stereo unspecified)	-0.3	0.8	-1.6	6.7	3.3
19	Cc1ccc(CC(=O)Nc2ccc(F)c([N+](=O)[O-])c2)cc1C	0.5	3.1	-9.6	-7.5	-23.9
20	O=C(NC1CCCC1)c1cc(=O)[nH]c2ccccc12	-2.0	3.3	3.5	-2.2	-6.5
21	Cc1nc(N2CCOCC2)nc(OCCN2CCOCC2)c1[N+](=O)[O-]	-0.4	-1.6	-1.4	-4.4	-6.7
22	O=S(=O)(c1ccccc1)N1CCc2ccccc21	1.2	-0.9	-3.6	-0.1	-14.1
23	C(=C/c1nccc2c1[nH]c1ccccc12)/c1ccc2c(c1)OCO2	11.3	-8.3	-1.9	19.4	-5.2
24	COc1ccc(CCC(=O)Nc2nc3c(s2)CN(C)CC3)cc1OC	4.7	-0.9	-2.3	-5.0	-6.0
25	Cc1cccc(N(C(=O)c2csnn2)C(C(=O)NC(C)(C)C)c2ccncc2)c1 (stereo unspecified)	-2.0	-5.5	2.5	-6.5	0.5
26	O=C(COC(=O)CCc1nc2ccccc2n1-c1ccccc1)Nc1cccc(Cl)c1	11.4	-7.2	-2.6	1.3	2.9
27	COc1ccc(CCNC(=O)CCS(=O)(=O)c2ccc3c(c2)CCN3C(C)=O)cc1OC	0.3	-5.5	-1.1	2.7	-4.7
28	O=C1NC[C@H](Cc2ccccc2)N(C[C@H]2CCCN2C[C@H](Cc2ccccc2)N2C[C@H](Cc3ccccc3)N(CC3CCCCC3)C(=O)C2=O)C1=O	2.6	-0.5	5.7	16.7	12.6
29	Cn1c(N)c(C(=O)COC(=O)C2CCCC2)c(=O)n(C)c1=O	0.0	1.0	1.8	4.0	0.6
30	O=C(NCCN1CCOCC1)c1csc2c1CCCCC2	-0.2	2.1	1.4	0.7	-7.2

#	Neddyl block	NRP1-CendR mod	STEP block	TbMetRS inhib	SKN-1 block
13	i	-0.3	2.6	-0.5	-13.6
14	i	-12.5	0.1	-0.3	13.5
15	i	4.1	-3.0	0.4	0.9
16	i	-7.2	4.4	-0.6	6.4
17	i	-0.8	-1.5	-0.3	-13.7
18	i	-4.5	-2.8	-0.3	-10.0
19	i	14.4	1.5	-0.3	-10.5
20	i	-16.5	-3.1	-0.9	13.0
21	i	7.8	-0.5	-0.5	2.4
22	i	-67.9	0.5	-0.7	27.3
23	.	-26.0	-0.9	5.9*	13.0
24	i	-3.6	1.2	-0.5	-8.1
25	i	1.2	-4.6	-0.6	3.8
26	i	-10.5	0.1	-0.3	6.8
27	i	-2.4	-1.3	-0.8	-1.8
28	i	-8.0	3.0	-0.2	-11.3
29	i	0.7	5.4	0.2	1.3
30	i	-5.0	1.8	-0.1	9.4

Next section
#	canonical_smiles	LMPTP block	DNMT1 inh	SUMO1-SIM PPI	NadD block	Scp-1 inhibitor
31	COc1cccc(NC(=O)COC(=O)C2=NN(c3ccccc3)C(=O)CC2)c1	-2.6	-6.9	-2.9	-5.9	-2.7
32	CC(=O)Nc1ccc(NC(=O)CSc2nnc(NC(=O)C3CC(=O)N(c4ccc(F)cc4)C3)s2)cc1 (stereo unspecified)	0.1	-9.7	0.5	-4.1	-4.8
33	Cc1ccc(N2C(=O)CSC2c2cccnc2)cc1F (stereo unspecified)	-2.4	0.7	-1.0	-0.5	-5.3
34	CCc1cc(C=NC2CCCCC2)c(O)s1	-1.6	1.7	-12.3	-1.6	-6.7
35	CC(C)CCN1CCN(Cc2ccoc2)CC1CCO (stereo unspecified)	-1.1	8.7	-1.9	-5.2	2.5
36	COc1ccccc1C(=O)NNC(=O)c1ccc(Cl)cc1	-0.6	0.2	-1.8	5.8	2.0
37	CCC(Oc1ccccc1F)C(=O)NCCN1CCOCC1 (stereo unspecified)	0.1	1.6	3.2	-0.4	-5.3
38	CN1C(=O)CC(Sc2ncccc2C(=O)O)C1=O (stereo unspecified)	-0.1	6.7	-1.9	-6.1	-2.6
39	Cc1ccccc1OCc1nnc(SCC(=O)Nc2ccc(N3CCOCC3)cc2)n1C	1.6	-5.8	1.4	3.7	0.9
40	CC(C)CCN1C(Nc2ccccc2)=NC[C@@H]1Cc1ccccc1	-0.8	-0.1	6.5	-2.9	-11.2
41	O=S(=O)(NCC(c1ccc2c(c1)OCO2)N1CCOCC1)c1ccccc1 (stereo unspecified)	-1.3	-2.6	1.5	0.6	3.6

#	Neddyl block	NRP1-CendR mod	STEP block	TbMetRS inhib	SKN-1 block
31	i	6.4	-3.8	0.4	10.4
32	i	-0.3	-5.9	0.0	-3.3
33	i	-1.8	-0.2	0.3	-5.7
34	i	7.9	0.1	-0.2	3.2
35	i	-4.1	-0.5	0.1	-1.8
36	i	10.8	0.6	-0.6	2.3
37	i	3.2	-0.7	-0.4	5.0
38	i	-0.4	-2.5	-1.2	4.7
39	i	2.7	-1.9	-1.7	-0.8
40	i	-0.5	29.1	0.3	-1.8
41	i	6.4	-0.8	0.1	13.8

Ordered by value in NRP1-CendR mod (rising): three from the list above
#	canonical_smiles	LMPTP block	DNMT1 inh	SUMO1-SIM PPI	NadD block	Scp-1 inhibitor
32	CC(=O)Nc1ccc(NC(=O)CSc2nnc(NC(=O)C3CC(=O)N(c4ccc(F)cc4)C3)s2)cc1 (stereo unspecified)	0.1	-9.7	0.5	-4.1	-4.8
37	CCC(Oc1ccccc1F)C(=O)NCCN1CCOCC1 (stereo unspecified)	0.1	1.6	3.2	-0.4	-5.3
41	O=S(=O)(NCC(c1ccc2c(c1)OCO2)N1CCOCC1)c1ccccc1 (stereo unspecified)	-1.3	-2.6	1.5	0.6	3.6

#	Neddyl block	NRP1-CendR mod	STEP block	TbMetRS inhib	SKN-1 block
32	i	-0.3	-5.9	0.0	-3.3
37	i	3.2	-0.7	-0.4	5.0
41	i	6.4	-0.8	0.1	13.8

Compounds were not picked by outcome. About 4.6% of those tested had a hit in this group.
